High-throughput results (PubChem BioAssay)
NPY-Y2 PAM-ag: potentiates or activates human NPY-Y2 receptor | P49146 | cells expressing NPY-Y2, potentiator/agonist read-out | activation, % at 3.6 µM | 0.45% of 220,000 active | AID 1359; in the data active = activation above about 27%;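 also: cells stimulated with NPY near EC25 plus isoproterenol at EC100; 0% = vehicle plus submaximal agonist and 100% = vehicle plus saturating agonist; some results beyond the cut were filed as inactive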
p97 ATPase inh: human p97 ATPase inhibition; 0.42% of 220,000 active; recombinant p97 ATPase, Kinase-Glo ATP luminescence, 3 h; inhibition, % at 8 µM; P55072; AID 1481; in the data active = inhibition above about 15%;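 also: 0% = DMSO vehicle and 100% = wells lacking enzyme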
RBBP9 inh: human RBBP9 hydrolase inhibition | O75884 | recombinant RBBP9, FP-Rh probe fluorescence polarization | inhibition, % at 7.94 µM | 0.2% of 220,000 active | AID 1515;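 active = inhibition above the campaign mean of all tested compounds plus 3 SD, cut at about 14% in these data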;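 also: plate controls were DMSO wells with RBBP9 for no effect and wells lacking RBBP9 protein for full effect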
Target sequence (O75884 whole entry, looked up): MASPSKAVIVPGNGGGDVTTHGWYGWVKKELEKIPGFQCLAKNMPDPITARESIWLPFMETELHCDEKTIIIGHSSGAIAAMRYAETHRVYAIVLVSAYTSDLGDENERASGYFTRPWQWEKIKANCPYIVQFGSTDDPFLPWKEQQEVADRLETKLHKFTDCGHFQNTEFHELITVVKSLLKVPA
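Material: RBBP9 protein. Amount: RBBP9 at 2.5 µM in dispensed solution, before mixing. Schedule: 30 min then 45 min, 25 °C. Medium: Tris buffer pH 8.0, NaCl, Pluronic. Measured by: fluorescence polarization. Measure: percent inhibition from mP, scaled between DMSO and no-protein wells. Replication: one well per compound.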
Runt-CBFb FRET: Runt domain-CBFb interaction inhibition; Q01196+Q13951; 0.46% of 220,000 active; inhibition, % at 20 µM; Cerulean-Runt/Venus-CBFb FRET ratio 530/480, 1 h;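 active = inhibition over about 50% at 20 µM in the single-dose screen, limit read from the data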;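 also: 0% = DMSO wells and 100% = excess unlabeled CBFb competitor control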
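Reagent – Venus-CBFb binding partner, 100 nM · Assay system – Cerulean-tagged RUNX1 Runt domain (FRET donor) fusion protein · Input – 100 nM per protein · Incubation – two 1 h room-temperature incubations shielded from light · Measured by – FRET fluorescence · Medium – Tris buffer pH 7.5 with salts and BSA · Benchmarks – unlabeled CBFb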
Hck Nef HTS: inhibitors of human Hck kinase activated by Nef | P08631 | Recombinant Hck-YEEI plus Nef, Z-Lyte FRET kinase assay | inhibition, % at 20 µM | 0.68% of 220,000 active;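 active = Hck-Nef kinase inhibition above about 50%, limit read from the data; inactive = inhibition below that limit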;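 also: 0% = DMSO with Hck plus Nef and 100% = Hck alone without Nef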
Runt-SMMHC FRET: blocks binding of human RUNX1 Runt domain to CBFb-SMMHC. inhibition, % at 20 µM. 0.74% of 220,000 active. AID 1434. Cerulean-Runt/Venus-CBFb-SMMHC FRET ratio 530/480, 1 h;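 active = mean inhibition across duplicate retests at 20 µM reaching about 50%, limit read from the data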;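 also: 0% = DMSO wells and 100% = wells with excess untagged CBFb-SMMHC; inhibitors lower the FRET ratio by blocking Runt binding to CBFb-SMMHC; some results filed as inactive read as strong as hits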
MDM2 E3 inh: blocks human Mdm2 ubiquitin ligase activity. cell-based MDM2 ubiquitination luciferase reporter, 2 h; 0 = plate control, 100 = twice control, blank-subtracted. signal enhancement, % at 5 µM. 0.11% of 210,000 active. AID 1230;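 active = signal enhancement of 30% or more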;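 also: luminescence tracks abundance of the self-degrading MDM2-luciferase fusion protein; higher signal means inhibition of MDM2 E3 ligase activity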
Target sequence (Q00987 whole entry, looked up, the tested form may be a part): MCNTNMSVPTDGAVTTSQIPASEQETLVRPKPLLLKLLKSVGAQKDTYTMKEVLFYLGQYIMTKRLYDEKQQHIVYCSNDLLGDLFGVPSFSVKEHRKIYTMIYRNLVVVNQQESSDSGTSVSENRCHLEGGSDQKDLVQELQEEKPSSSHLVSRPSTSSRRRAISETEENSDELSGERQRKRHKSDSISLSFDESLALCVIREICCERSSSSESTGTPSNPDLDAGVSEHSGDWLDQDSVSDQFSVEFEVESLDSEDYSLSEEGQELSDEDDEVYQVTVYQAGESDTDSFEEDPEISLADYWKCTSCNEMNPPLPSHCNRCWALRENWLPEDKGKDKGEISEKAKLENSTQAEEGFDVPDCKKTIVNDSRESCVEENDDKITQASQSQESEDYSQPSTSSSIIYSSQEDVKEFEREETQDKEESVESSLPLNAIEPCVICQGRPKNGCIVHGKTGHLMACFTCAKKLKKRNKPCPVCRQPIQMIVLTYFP
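Assay system: mammalian cells stably expressing self-ubiquitinating, self-degrading MDM2 E3–luciferase fusion. Quantity: 2000 cells in each well. Medium: DMEM culture medium. Compound dosing: single-point 5 µM. Timing: cell settling 4 h, compound treatment 2 h, both 37 °C. Technique: luciferase luminescence. Read-out basis: percent signal gain over controls, blank-subtracted. Benchmarks: plate controls and plate blanks.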
NPY1 pot ag: potentiates or activates human NPY-Y1 receptor; NPY-Y1 expressing cells, potentiator/agonist activation; P25929; activation, % at 3.6 µM; 0.37% of 220,000 active; in the data active = activation above about 33%, passing the limit was not always enough;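 also: cells stimulated with NPY at EC10 then isoproterenol at EC100; 0% = low agonist plus stimulus and 100% = saturating agonist plus stimulus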
Target sequence (P25929 whole entry, looked up): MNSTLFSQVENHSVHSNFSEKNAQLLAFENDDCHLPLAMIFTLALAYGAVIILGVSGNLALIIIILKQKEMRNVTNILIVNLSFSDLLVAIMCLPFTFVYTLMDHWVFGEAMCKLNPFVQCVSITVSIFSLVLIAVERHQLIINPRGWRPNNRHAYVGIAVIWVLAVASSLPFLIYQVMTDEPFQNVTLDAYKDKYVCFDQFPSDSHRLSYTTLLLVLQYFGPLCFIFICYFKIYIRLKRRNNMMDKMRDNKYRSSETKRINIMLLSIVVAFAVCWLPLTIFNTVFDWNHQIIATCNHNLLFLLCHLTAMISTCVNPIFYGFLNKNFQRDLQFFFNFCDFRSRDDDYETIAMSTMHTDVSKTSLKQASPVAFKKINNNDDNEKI
NPY-Y1 antag: antagonists of human neuropeptide Y receptor Y1. inhibition, % at 3.6 µM. P25929. HEK293-CNG Y1 cells, membrane potential fluorescence; NPY at EC95, then isoproterenol. 1% of 200,000 active;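 active = inhibition above the campaign mean inhibition of all tested compounds plus 3 SD, cut at about 20% in these data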;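 also: 0% = DMSO wells given NPY plus isoproterenol and 100% = isoproterenol alone without NPY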
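Test system – HEK293 Y1/CNG channel cell line · Also added – NPY agonist 25 nM, then isoproterenol 1 µM plus Ro 20-1724 25 µM · Compound dosing – one concentration, 3.6 µM, in 0.4% DMSO · Schedule – compound incubation 1 h at room temperature, readout 45 min post-stimulation · Technique – fluorescence, membrane potential probe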
* marks the source's active call; other numbers are inactive results; . = not tested or not shown. Rows were taken by chance. About 3.5% of those tested had a hit in this group.

Every second line gives: NPY-Y2 PAM-ag	p97 ATPase inh	RBBP9 inh	Runt-CBFb FRET	Hck Nef HTS	Runt-SMMHC FRET	MDM2 E3 inh	NPY1 pot ag	NPY-Y1 antag
- CCCNC(=O)c1ccccc1C(=O)NC1(C(=O)NCCC)CCCC1
    -2	1	-2	-1	22	-2	-6	-21	.
- Cc1c(NC(=O)C(C)N(c2ccccc2)S(C)(=O)=O)c(=O)n(-c2ccccc2)n1C (centres undefined)
    -3	7	-5	-1	-9	0	-10	-7	7
- O=[N+]([O-])c1ccc(Cl)c(/C=N/N2CCN(Cc3ccc(Cl)cc3)CC2)c1
    -19	0	4	5	0	2	-7	16	0
- Cc1cc(C)n(S(=O)(=O)c2ccc3ccccc3c2)n1
    -13	-4	0	0	0	-5	-2	-10	13
- COc1cc(NC(=O)COc2ccccc2Cl)ccc1NC(=O)C(C)C
    0	-1	0	0	0	-2	-7	-8	5
- O=C(CN1CCN(c2ccccn2)CC1)Nc1cccc(S(=O)(=O)N2CCOCC2)c1
    15	9	-2	-1	10	-2	-4	19	.
- Cc1cc(C)nc(SCC(=O)N2CCOCC2)n1
    1	5	-4	-2	0	3	-11	-1	0
- CCOC(=O)C1CCN(C(=O)C(C)N(c2ccc(Oc3ccccc3)cc2)S(C)(=O)=O)CC1 (centres undefined)
    17	-4	-7	-4	2	-3	-7	-3	2
- CCCCNC(=O)COc1ccccc1C(=O)c1cc(C#N)c(=O)n(CCOC)c1
    -13	2	-3	4	2	7	-13	7	1
- Cc1cccc(NC(=S)/N=C(\N)Nc2nc(C)c3cc(C)ccc3n2)c1
    -9	-4	5	-3	2	2	-26	-15	9
- O=C(CSc1nc2cccnc2n1Cc1ccccc1)NC1CCCCC1
    8	-1	-3	-1	9	3	2	-11	6
- COCc1cc(C)nc2sc(C(=O)NC3CCCCC3)c(N)c12
    -2	1	-2	-1	1	-4	-3	8	0
- COc1ccccc1-c1noc(-c2ccncc2)n1
    4	-4	2	0	1	2	-4	18	2
- N#Cc1c(-c2ccccc2)nc(SCC(=O)NC2CCCCC2)[nH]c1=O
    -23	4	5	-1	1	-3	.	-22	8
- COc1cccc(-c2nc(N3CCCC3)c3ccccc3n2)c1O
    6	3	-2	-1	4	-5	-14	21	.
- Cc1ccc(S(=O)(=O)N2CCCC2C(=O)Nc2cc(C)on2)cc1 (centres undefined)
    -6	6	-8	-3	1	2	-18	8	4
- O=C1CC(NC(=O)C(F)(F)F)=NN1c1ccccc1
    -2	10	3	-2	-9	0	-23	15	1
- CC(C)CCNC(=O)CO/N=C/c1ccccc1OC(F)F
    4	-1	-4	-1	2	-3	-15	4	2
- C=CCSc1nc(C)cc2c1C(=O)OC2
    -2	6	2	-1	25	0	17	9	3
- O=C(CSc1ccc(-c2ccco2)nn1)N1CCCCC1
    9	2	-3	-5	19	-13	-12	7	-1
- O=C(Cn1nnc(-c2ccccc2F)n1)OCC(=O)c1ccccc1
    -17	-3	-9	2	-7	-1	-11	-1	7
- CCOc1ccc(NC(=O)NNC(=O)c2ccc(Cl)cc2Cl)cc1
    -1	9	-5	-2	18	1	2	6	4
- COc1ccc(OC)c(S(=O)(=O)N2CCC(C(=O)Nc3cccc(C)c3)CC2)c1
    -8	-3	2	2	2	0	-7	-25	7
- COc1cccc(/C=c2\s/c(=C\C(=O)C(C)(C)C)[nH]c2=O)c1
    -17	-3	-8	-43	23	-2	-3	-15	11
- Cc1cn2c(-c3cccnc3)nnc2s1
    -6	3	-1	2	2	-1	-12	-21	2
- COc1cccc(-c2csc(N3CCN(C(=O)C4CCCCC4)CC3)n2)c1
    6	-4	-13	4	-8	13	-4	-29	6
- COc1ccccc1OC(=O)c1cc(Cl)nc2ccccc12
    3	6	-7	2	1	-1	-3	-2	21*
- CC(C)OC(=O)c1cccc(C(=O)O)n1
    8	1	1	1	-1	-3	0	0	1
- N#Cc1ccccc1S(=O)(=O)N1CCN(CC(O)c2ccccc2)CC1 (centres undefined)
    -3	9	2	2	16	3	-3	15	3
- O=C(CC1Oc2ccccc2NC1=O)NCc1ccc(Cl)cc1 (centres undefined)
    6	4	-5	0	2	1	-8	-7	0

Every second line gives: NPY-Y2 PAM-ag	p97 ATPase inh	RBBP9 inh	Runt-CBFb FRET	Hck Nef HTS	Runt-SMMHC FRET	MDM2 E3 inh	NPY1 pot ag	NPY-Y1 antag
- Cc1noc(C)c1COC(=O)C1(c2cccc(F)c2)CCCC1
    6	-9	-12	-2	-5	-1	3	-6	1
- COc1ccc(C(=O)NC(=S)Nc2cc3oc4ccccc4c3cc2OC)cc1
    -7	-6	-18	4	-3	6	-11	-17	-5
- Cc1c(N(C(=O)c2cnccn2)C2(C(=O)NC3CCCC3)CCCCC2)c(=O)n(-c2ccccc2)n1C
    11	0	-9	0	5	-3	-9	19	2
- Nc1ccc(C(=O)N/N=C/c2ccccc2)cc1
    0	8	-3	.	2	2	10	16	1
- CCOc1ccc(-c2n[nH]c(=S)n2/N=C/c2cc3c(cc2[N+](=O)[O-])OCO3)cc1
    1	1	-7	29	5	20	-3	3	-5
- O=C(Nc1ccccc1)Nc1ccno1
    9	9	-5	2	9	-4	-16	6	.
- Cc1ccc(-n2ccc(-c3nn(-c4ccccc4)ccc3=O)n2)cc1
    3	-1	-8	-1	22	12	-3	-1	0
- Cn1nc(-c2ccc(Cl)cc2)c2cc(C(=O)N3CCOCC3)sc21
    -3	-2	2	-1	3	2	-7	6	3
- COc1ccc(CC(=O)OC(C)CN2CCCC2)cc1 (centres undefined)
    -19	1	1	1	5	3	-3	-8	9
- COc1ccc(-c2cc(C(F)(F)F)n3ncc(C(=O)NCc4ccco4)c3n2)cc1
    -22	0	-5	24	25	42	0	-17	12
- O=C(Cn1c(=O)oc2ccccc21)N1CCN(c2ccc(N3CCOCC3)nn2)CC1
    2	0	-10	6	0	9	-19	0	-3
- CN(C)CCCNc1ccc(-c2cc(Nc3cccc(Cl)c3)ncn2)cn1
    .	.	.	2	33	2	7	.	.
- CCSc1nc2sc3c(c2c(=O)[nH]1)CCCC3
    -21	-5	-16	-1	3	2	3	-22	1
- Cn1nc(C(F)(F)F)c2cc(NC(=O)OCc3ccc(F)cc3)sc21
    -21	-3	-11	0	-2	-2	-3	-2	-1
- CCc1ccc(-n2c(O)cnc2Nc2nc(C)cc(C)n2)cc1
    .	.	.	1	2	4	-5	.	.
- CN1CCN(C(=O)CN2C(=O)CC(C)(C)S(=O)(=O)c3ccccc32)CC1
    -1	0	-2	1	0	-5	-8	-5	-3
- CCn1c(SCC(=O)Nc2nccs2)nnc1-c1ccco1
    -3	2	-2	4	3	-4	-2	3	1
- COc1cccc(NC(=O)COc2ncnc3sc(C)c(C)c23)c1
    -26	2	-1	3	4	1	-8	-32	4
- Cc1nnc(Nc2ccc(O)cc2)[nH]c1=O
    4	2	-8	2	23	3	-12	0	6
- COc1cc(/C=N/Nc2nc(C)cc(=O)[nH]2)ccc1OC(=O)c1cccnc1
    -14	7	1	-2	25	1	-3	-3	0
- COc1ccc(-c2csc3ncnc(Oc4ccc5c(C)cc(=O)oc5c4)c23)cc1
    -12	2	2	0	1	-3	-11	-19	-1
- O=P(O)(O)c1cc(-c2ccccc2)oc1-c1ccccc1
    0	7	-3	0	10	1	-14	3	.
- COc1cc2c(cc1OC)CN(C(=O)c1cccc([N+](=O)[O-])c1)CC2
    3	3	1	0	18	0	-7	3	.
- COCCCn1c(C)c(C(C)=O)cc(NC(=O)c2ccccc2)c1=O
    -17	3	-3	-1	-13	-3	7	-3	2
- Nc1c(N2CCCCC2)c(=O)[nH]c(=O)n1-c1ccccc1
    13	3	3	1	0	-2	-21	-6	5
- CCc1ccc(Oc2coc3cc(OC(=O)c4cc5ccccc5oc4=O)ccc3c2=O)cc1
    4	-3	1	4	9	12	-3	-4	2
- O=C1C(CSCc2ccccc2)NC(=S)N1c1ccccc1 (centres undefined)
    -17	11	30*	-1	23	6	-1	17	.
- Cc1ccccc1C(=O)Nc1c(-c2cccs2)c(=O)c2ccccc2n1C
    -13	3	-2	0	19	-1	-4	3	.
- Cc1cc(C)c(S(=O)(=O)NCC(=O)O)cc1C
    -5	-1	-9	1	1	0	-7	-9	6
- Cn1c(=O)cc(SCC(=O)NCc2cccnc2)c2ccccc21
    12	3	-2	-1	2	-3	-3	-1	4

Every second line gives: NPY-Y2 PAM-ag	p97 ATPase inh	RBBP9 inh	Runt-CBFb FRET	Hck Nef HTS	Runt-SMMHC FRET	MDM2 E3 inh	NPY1 pot ag	NPY-Y1 antag
- C/C(=N\NC(=O)c1c[nH]c2ccccc12)c1ccc2c(c1)OCO2
    1	7	-3	2	1	0	-6	-12	7
- Cc1ccc(NS(=O)(=O)c2ccc3c(c2)oc(=O)n3C)cc1F
    13	-10	-1	0	1	2	-12	-23	1
- CCOC(=O)c1ccc(Nc2cc(C)nc(-c3ccccc3O)n2)cc1
    12	-5	-13	-1	-18	1	-18	-16	-1
- CC(C)OC(=O)COc1cc(O)c2c(=O)cc(-c3ccccc3)oc2c1
    -7	3	3	-1	32	3	10	-18	.
- CCOc1ccc(C2C=C(c3ccccc3)Nc3ncnn32)cc1 (centres undefined)
    -8	-2	1	-107	-4	-37	-6	-5	3
- CC1CC(=O)Nc2ccccc2N1S(=O)(=O)c1ccc(F)cc1F (centres undefined)
    6	5	-9	1	17	4	1	-11	.
- COc1ccc(OC)c(N2C(N)=C(C#N)C(c3ccc(OC)c(O)c3)C3=C2CC(C)(C)CC3=O)c1 (centres undefined)
    -3	8	0	8	20	3	.	16	.
- COc1ccc(-n2c(Cc3ccccc3)nnc2SCc2ccc([N+](=O)[O-])cc2)cc1
    -12	-2	-1	-1	2	3	13	0	5
- CC(=O)c1cccc(NC(=O)C2CCN(S(=O)(=O)c3c(C)n[nH]c3C)CC2)c1
    -2	8	-6	100*	3	0	12	-11	4
- CCN1CCCC1CNC(=O)C(=O)NCCc1ccc(OC)c(OC)c1 (centres undefined)
    13	3	5	3	-8	-2	-15	8	2
- COC(=O)[C@@H]1C[C@@]2(O)[C@@H](O)[C@@H](O)[C@@H](O)C[C@H]2N1Cc1ccc(Cl)cc1
    .	.	.	4	13	-4	14	.	.
